Compound activity from PubChem BioAssay.
TRPV1 ag = HTS Assay for Compounds that Act as Agonists of the Vanilloid Receptor 1; TRPV1-expressing cells, Fluo-8 calcium influx, agonist mode; activation, % at 8.33 µM; Transient receptor potential cation channel subfamily V member 1 (Homo sapiens), Q8NER1; 320,000 compounds, 0.19% hits; in the data active = activation above about 80%; inconclusive = between about 30% and that limit; also: 0% is about no effect
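TRPV1-expressing cells were cultured overnight at 35.5C and loaded with Fluo-8 calcium dye for 40 to 90 min at room temperature. After a 10 s baseline, compound was added and calcium influx was read kinetically for 3 min (ex 480/em 520 nm).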
BRCA1 expr up = qHTS Assay to Identify Small Molecule Activators of BRCA1 Expression. MCF7-BRCA1-FFLuc reporter, luminescence, 48 h; response scale: scaled: vehicle 0%, 10 µM genistein 100%. Potency, µM (highest dose often 46.1 µM), inactives show at the highest dose activation, usual class: activators. 380,000 compounds, 1.1% hits; also: potency is read from the fitted curve at half-maximal effect; nearly all actives have a fitted effect of over 80% in size; some results filed as inactive show a strong effect at the top dose
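Reporter cells (MCF7, BRCA1 promoter-firefly luciferase) received library compounds across a concentration series for 48 h. End-point luminescence was measured and concentration-effect curves derived after normalization.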
ELG1 repair inh = qHTS screen for small molecules that inhibit ELG1-dependent DNA repair in human embryonic kidney (HEK293T) cells expressing luciferase-tagged ELG1. HEK293T ELG1-luciferase reporter, luminescence, 16 h; DNA damage induced by 5-fluorouridine. Potency, µM (doses to about 46.1 µM), for the others: top-dose activity change, negative = inhibition, actives largely listed as inhibitors. 330,000 compounds, 2.3% hits. AID 504467, 2011; also: potency is read from the fitted curve at half-maximal effect; % is scaled to controls: 0 for no effect and ±100 for the full control effect; nearly all actives have a fitted effect of over 55% in size
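Cells (2,000 per well) received 5-fluorouridine plus test compound or DMSO and were incubated 16 hr at 37 °C, 5% CO2. Luciferase activity was read by luminescence 30 min after ONE-Glo addition; signal suppression marked inhibition of damage-induced ELG1 function.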
Tb PFK inh = qHTS Assay to Find Inhibitors of T. brucei phosphofructokinase | ATP-dependent 6-phosphofructokinase (Trypanosoma brucei brucei), O15648 | T. brucei PFK, ADP-Glo luminescence | Potency, µM (doses to about 57.5 µM), without a hit: top-dose activity, negative = inhibition, hits mostly inhibitors | 330,000 compounds, 0.17% hits;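 also: potency is read from the fitted curve at half-maximal effect; 0% = uninhibited 1x PFK enzyme wells and -100% = no-enzyme wells; nearly all actives have a fitted effect of over 60% in size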
Target sequence (O15648 whole entry, looked up): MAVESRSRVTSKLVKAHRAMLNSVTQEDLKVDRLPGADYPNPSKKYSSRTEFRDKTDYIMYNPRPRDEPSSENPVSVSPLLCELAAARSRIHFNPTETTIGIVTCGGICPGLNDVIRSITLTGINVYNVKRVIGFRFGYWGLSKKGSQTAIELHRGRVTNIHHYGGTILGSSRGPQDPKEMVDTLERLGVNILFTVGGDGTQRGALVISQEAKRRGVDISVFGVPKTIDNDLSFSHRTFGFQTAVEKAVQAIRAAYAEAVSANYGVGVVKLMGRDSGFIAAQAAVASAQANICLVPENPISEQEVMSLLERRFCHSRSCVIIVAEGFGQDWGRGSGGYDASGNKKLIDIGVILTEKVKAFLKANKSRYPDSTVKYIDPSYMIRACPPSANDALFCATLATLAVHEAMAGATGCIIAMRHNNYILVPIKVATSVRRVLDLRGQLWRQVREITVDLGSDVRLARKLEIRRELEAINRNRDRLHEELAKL
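Luminescent ADP detection (ADP-Glo, two-step: ATP depletion then ADP-to-ATP conversion for luciferase) reported PFK activity after 45 min room-temperature reaction of 1.25 nM enzyme with 0.5 mM F6P and 0.1 mM ATP at pH 8.0.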
ELG1 genotox = qHTS screen for small molecules that induce genotoxicity in human embryonic kidney (HEK293T) cells expressing luciferase-tagged ELG1 | HEK293T ELG1-luciferase reporter, luminescence, 16 h | Potency, µM (series often up to 46 µM), without a hit: at the top dose activity change, positive = activation, most hits filed as activators | 330,000 compounds, 1.3% hits; also: potency is read from the fitted curve at half-maximal effect; % of control where 0% means no effect; nearly all actives have a fitted effect of over 60% in size
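DMSO vehicle served as control against compound-treated ELG1-luciferase HEK293T cells; exposure lasted 16 hr at 37 °C and 5% CO2, followed by ONE-Glo luminescence detection after 30 min.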
Rab9 prom act = qHTS Assay for Rab9 Promoter Activators; Potency, µM (highest dose often 9.22 µM), without a hit: at the highest dose activation, negative = inhibition, usual class: activators; Huh7 Rab9 promoter-luciferase reporter, luminescence, 24 h; 320,000 compounds, 2.8% hits; AID 485297, 2010; also: potency is read from the fitted curve at half-maximal effect; % of control where 0% means no effect; nearly all actives have a fitted effect of over 60% in size
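Rab9 promoter-driven luciferase in stably transfected Huh7 cells; 1500 cells/well rested 2 h, exposed to compound in DMSO for 24 h at 37 °C, 5% CO2. Luminescence read 10 min after adding luciferase reagent at ambient temperature.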
p53 reactivation = qHTS assay for re-activators of p53 using a Luc reporter | H1299 p53-A138V BP100-luciferase reporter, luminescence, 24 h | Potency, µM (doses to about 92.2 µM), inactives show top-dose activity change, positive = activation, actives largely listed as activators | 320,000 compounds, 0.063% hits; also: potency is read from the fitted curve at half-maximal effect; % of control where 0% means no effect; nearly all actives have a fitted effect of over 45% in size
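H1299 (p53-null), stable ts p53-A138V + BP100-Luc; 1000 cells/well, Opti-MEM/10% FBS; cpd 4 pt, 1:5; 24 h, 37 deg C, 5% CO2; detection reagent 10 min RT; luminescence.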
FLuc counter = qHTS profiling assay for firefly luciferase inhibitor/activator using purifed enzyme and Km concentrations of substrates (counterscreen for miR-21 project) | Luciferin 4-monooxygenase (Photinus pyralis), P08659 | purified FLuc, Km substrates, luminescence inhibition | Potency, µM (series often up to 57.5 µM), without a hit: at the top dose activity change, negative = inhibition, most hits filed as inhibitors | 360,000 compounds, 6.9% hits | AID 588342, 2011;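 also: potency is read from the fitted curve at half-maximal effect; plate controls were vehicle for no effect and reference inhibitor for full effect; nearly all actives have a fitted effect of over 55% in size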
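Purified P. pyralis luciferase (10nM final) with 10uM D-luciferin and 10uM ATP (Km levels) in 50mM Tris acetate pH 7.5, 10mM Mg acetate, 0.01% Tween-20, 0.05% BSA; qHTS 6-point titration, ~60 µM downward; luminescence read.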
NPC1 prom act = qHTS Assay for NPC1 Promoter Activators; Potency, µM (doses to about 9.22 µM), for inactives: at the highest dose activation, hits mostly activators; Huh7 NPC1 promoter luciferase reporter, 24 h; 320,000 compounds, 2.4% hits; AID 485313, 2010;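 also: potency is read from the fitted curve at half-maximal effect; % of control where 0% means no effect; nearly all actives have a fitted effect of over 60% in size; reporter is driven by a mutant NPC1 promoter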
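Huh7 reporter cells (NPC1 promoter driving luciferase) are dosed with compound for 24 h at 37 °C, 5% CO2; luciferase detection reagent is then added and luminescence measured after 10 min at ambient temperature.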
Gal4-VP16 FLuc = VP16 counterscreen qHTS for inhibitors of ROR gamma transcriptional activity; Drosophila S2 Gal4-VP16 UAS-luciferase, luminescence, 20 h; Potency, µM (doses to about 53.6 µM), without a hit: top-dose activity, negative = inhibition, actives largely listed as inhibitors; 310,000 compounds, 3.5% hits; AID 2546, 2010;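 also: Gal4-VP16 expression switched on by copper sulfate through the metallothionein promoter; potency is read from the fitted curve at half-maximal effect; % is scaled to controls: 0 for no effect and ±100 for the full control effect; nearly all actives have a fitted effect of over 50% in size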
RORg inh = qHTS for inhibitors of ROR gamma transcriptional activity; Nuclear receptor ROR-gamma (Mus musculus), P51450; Drosophila S2 Gal4-RORgamma UAS-luciferase reporter, 20 h; AID 2551, 2010; 310,000 compounds, 5.4% hits; Potency, µM (doses to about 53.6 µM), inactives show at the top dose activity change, negative = inhibition, actives largely listed as inhibitors; also: potency is read from the fitted curve at half-maximal effect; % is scaled to controls: 0 for no effect and ±100 for the full control effect; nearly all actives have a fitted effect of over 60% in size
Target sequence (P51450 whole entry, looked up, the tested form may be a part): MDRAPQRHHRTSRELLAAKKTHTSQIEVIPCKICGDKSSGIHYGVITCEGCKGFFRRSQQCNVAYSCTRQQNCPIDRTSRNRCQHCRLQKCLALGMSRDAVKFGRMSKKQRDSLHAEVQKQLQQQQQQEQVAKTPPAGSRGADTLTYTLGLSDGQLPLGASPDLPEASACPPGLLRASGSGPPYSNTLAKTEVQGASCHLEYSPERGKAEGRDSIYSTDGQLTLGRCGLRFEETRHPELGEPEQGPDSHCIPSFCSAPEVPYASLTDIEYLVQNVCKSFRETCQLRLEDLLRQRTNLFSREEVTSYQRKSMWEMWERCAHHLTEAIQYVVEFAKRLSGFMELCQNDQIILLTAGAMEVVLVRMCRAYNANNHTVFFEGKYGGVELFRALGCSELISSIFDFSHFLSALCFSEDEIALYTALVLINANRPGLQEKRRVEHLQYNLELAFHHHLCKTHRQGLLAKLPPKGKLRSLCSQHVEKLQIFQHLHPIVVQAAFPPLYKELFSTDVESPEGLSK
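Drosophila S2 cells stably expressing Gal4-DBD/mouse RORγ fusion under metallothionein promoter plus UAS-luciferase; compound 1 h, then 700 uM CuSO4 induction for 20 h at ambient temperature; inhibition read as reduced luminescence.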
Active calls of the source: *; u = inconclusive; x = not tested or not shown; [ ] = another dose, or the depositor's remark. Unless noted, calls follow the shape of the dose curve; as a rule, active = well fitted curve in the direction sought with a large enough effect; inconclusive = small, poorly fitted or top-dose-only effect, or another doubt; inactive = no such curve, though single readings can be large; an effect the other way counts as inactive or inconclusive. No enrichment for hits; overall some 15% were active at least once.

compound | ELG1 repair inh | TRPV1 ag | Rab9 prom act | BRCA1 expr up | FLuc counter | NPC1 prom act | RORg inh | p53 reactivation | Gal4-VP16 FLuc | Tb PFK inh | ELG1 genotox
CSCC[C@H](NC(=O)C1CCN(C(=O)[C@@H](N)Cc2ccccc2)CC1)C(=O)O | 10% | 1 | 11% | -11% | -1% | -2% | 3% | 1% | 4% | 0% | -2%
CSc1nnnn1-c1ccc(C(=O)O)cc1 | 1% | -3 | 11% | -15% | -2% | -4% | 10% | -2% | -6% | 2% | 2%
COc1ccc(NC(=O)/C(=C/c2ccc(OC(C)=O)c(OC)c2)NC(C)=O)cc1 | 18% | 0 | 0% | -25% | -3% | -1% | 7% | 1% | 1% | -1% | 2%
CC1CC(CC(=O)NC(=S)Nc2ccccc2Cl)C(=O)O1 (configuration not stated) | 17% | 3 | -2% | -21% | -2% | -5% | -25% | -4% | -16%[10 µM] | -1% | 0%
CCN1C(=O)[C@H]2[C@H]3CN=C(SCc4ccc(C#N)cc4)N3[C@@](Cc3ccccc3)(C(=O)OC)[C@H]2C1=O | -1% | x | x | -6% | x | x | x | -6% | x | -2% | 2%
Cc1cc(=O)oc2ccc(OCC(=O)N3CCc4ccccc43)cc12 | -19% | -2 | 3% | 11% | 0% | 2% | 0% | 0% | 4% | -4% | -4%
COc1ccccc1/C=C/CN1CCCC(CCC(=O)NCc2ccc(F)c(F)c2)C1 (configuration not stated) | -6% | 0 | 0% | -18% | 0% | -4% | -9% | -2% | 1% | -3% | -10%
O=S(=O)(c1cccs1)N1CCN(CC(O)COC2CCCc3ccccc32)CC1 (configuration not stated) | -1% | -1 | 11% | -5% | 1% | 9% | 5% | -3% | 1% | 0% | -7%

Following part.
compound | ELG1 repair inh | TRPV1 ag | Rab9 prom act | BRCA1 expr up | FLuc counter | NPC1 prom act | RORg inh | p53 reactivation | Gal4-VP16 FLuc | Tb PFK inh | ELG1 genotox
COCCn1c(SCCN2CCCCC2)nc2ccccc2c1=O | 10% | 0 | -9% | -21% | 0% | -1% | -14% | -3% | -7% | 1% | -1%
C=CCC[C@H](Cc1ccc(F)cc1)C(=O)OC[C@@H](Cc1c[nH]c2ccccc12)NC(=O)[C@H](CC=C)CC(=O)NCCO | u | x | x | -27% | x | x | x | -12% | x | 0% | -4%
Cc1cc(C(=O)COC(=O)c2ccc(Br)o2)c(C)n1C | u | 5 | 26% | 43% | 8.5µM* | -3% | 35% | 8% | -10% | -3% | u
CCNc1nc(N)nc(Oc2ccc(C(=O)OC)cc2)n1 | u | 1 | 3.2µM* | u | 19µM* | u | -2% | 25% | 0% | 1% | 12µM*
Cc1ccc(-c2nnn(CC(=O)N(CCN3CCOCC3)C(C(=O)NC(C)(C)C)c3ccco3)n2)cc1 (configuration not stated) | -10% | -2 | -11% | -4% | -12% | -3% | -1% | 8% | 1% | 0% | -1%
C/C(=N\N1CCN(Cc2ccc(C)cc2)CC1)c1ccco1 | 9% | -3 | 2% | 17% | -1% | 2% | 16% | 22% | -10% | -8% | 0%
O=C(CCC(=O)OCC(=O)c1ccc(Br)cc1)NC1CCCCC1 | 4% | 0 | 5% | 0% | u | -1% | 36% | -2% | -3% | 0% | -1%
COc1ccc(C(=O)N2CCNC(=O)C2CC(=O)Nc2cccc(Cl)c2Cl)cc1 (configuration not stated) | 4% | -2 | 2% | -9% | -3% | 3% | -2% | -6% | 0% | 3% | 6%

Continued.
compound | ELG1 repair inh | TRPV1 ag | Rab9 prom act | BRCA1 expr up | FLuc counter | NPC1 prom act | RORg inh | p53 reactivation | Gal4-VP16 FLuc | Tb PFK inh | ELG1 genotox
O=C(c1cn(-c2ccccc2)nc1-c1cccnc1)N1CCN(S(=O)(=O)c2ccccc2F)CC1 | 15µM* | 2 | 1% | -22% | -17% | -2% | x | -6% | x | -4% | -3%
O=C(Nc1ccccc1)c1cccnc1N1CCOCC1 | 5% | -2 | -2% | -4% | 3% | -3% | -18% | -8% | -1% | 3% | 3%
CC(=O)Nc1ccc(S(=O)(=O)NNC(=O)CCc2ccccc2)cc1 | 6% | -1 | -1% | -10% | 2% | 1% | 3% | -1% | 3% | 2% | -4%
CCCC1(C(=O)OCC)NC(c2ccc(N(C)C)cc2)C2C(=O)N(c3ccccc3)C(=O)C21 (configuration not stated) | -21% | 3 | 6% | -1% | 3% | -5% | -5% | 9% | -1% | 0% | -1%
OC(Cn1cncn1)c1ccc(Cl)cc1Cl (configuration not stated) | 5% | -1 | 13% | 2% | 3% | 0% | 3% | 4% | -5% | -3% | 3%
CCC(=O)Nc1c(C(=O)N2CCN(c3ccccn3)CC2)cnn1-c1ccc(Cl)cc1 | -9% | 0 | -5% | 1% | -1% | -2% | 42% | 4% | -10% | 7% | -2%
Cc1ccc(C)n1-c1ccsc1C(=O)CC#N | 0% | -1 | 3% | 72% | -16% | -3% | u | -1% | 3% | 0% | 2%
O=C(NCCCNCCCNC(=O)c1ccccn1)c1ccccn1 | 3% | 1 | -5% | 11% | 6% | -2% | 16% | -2% | -3% | 0% | 1%

Next part.
compound | ELG1 repair inh | TRPV1 ag | Rab9 prom act | BRCA1 expr up | FLuc counter | NPC1 prom act | RORg inh | p53 reactivation | Gal4-VP16 FLuc | Tb PFK inh | ELG1 genotox
Cc1ccc(F)c([C@H]2[C@@H]3C=CCC[C@@]3(C)C(=O)N2Cc2ccccc2)c1 | 9% | u | -10% | 0% | -1% | -4% | 20% | 0% | 0% | 1% | -5%
CC(=O)c1c[nH]c(C(=O)NCc2cccc(C(F)(F)F)c2)c1 | 8% | 4 | 1% | -29% | 3% | -1% | -19% | -2% | 12% | 1% | 0%
C=CCOc1ccc(CNCCc2ccc(S(N)(=O)=O)cc2)cc1 | 6% | -2 | -1% | -12% | 0% | -5% | 17% | 4% | -1% | -2% | -4%
CCOc1ccc(C(C)=O)cc1COC(=O)CCc1cc(OC)c(OC)c(OC)c1 | -1% | 2 | 1% | -6% | -2% | -4% | u | -3% | 5% | 8% | 2%
CC(C)NC(=O)C(C)n1cccc1C(=O)c1ccccc1 (configuration not stated) | 2% | 0 | -3% | -3% | 2% | -1% | 4% | 0% | -13% | -3% | 1%
CCOC(=O)CNC(=O)Nc1nnc(-c2ccc(OCC)cc2)o1 | 23% | 3 | 3% | 13% | 12µM* | 23% | 3.2µM* | 2% | 5.6µM* | 5% | 8%
N=c1n(-c2ccccc2)c(O)cc(=O)n1-c1ccccc1 | 4% | x | -2% | 14% | 2% | -3% | -19% | 3% | -8% | 1% | 0%
CCOc1ccc2ccccc2c1C1NC(=O)N(C)C(C)=C1C(=O)OCCOC (configuration not stated) | 3% | 3 | 1% | -20% | -1% | 2% | -14% | -3% | -5% | 2% | 1%
C=CCNc1ncnc2c1cnn2-c1ccc(Cl)cc1 | u | 7 | 1.1µM* | u | 0.85µM* | 0.89µM* | -26% | x | -20% | 0% | 1.8µM*
CCc1nnc(NC(=O)CSc2nnc(Cc3cc(=O)[nH]c(=O)[nH]3)n2-c2cccc(OC)c2)s1 | 13% | 7 | 2% | 0% | 3% | 1% | 21% | -2% | -7% | 0% | -1%

Some of the entries above, set out differently.
Every second line gives: ELG1 repair inh | TRPV1 ag | Rab9 prom act | BRCA1 expr up | FLuc counter | NPC1 prom act | RORg inh | p53 reactivation | Gal4-VP16 FLuc | Tb PFK inh | ELG1 genotox
- CCOc1ccc2ccccc2c1C1NC(=O)N(C)C(C)=C1C(=O)OCCOC (configuration not stated)
  3% | 3 | 1% | -20% | -1% | 2% | -14% | -3% | -5% | 2% | 1%
- CCOc1ccc(C(C)=O)cc1COC(=O)CCc1cc(OC)c(OC)c(OC)c1
  -1% | 2 | 1% | -6% | -2% | -4% | u | -3% | 5% | 8% | 2%
- CC(C)NC(=O)C(C)n1cccc1C(=O)c1ccccc1 (configuration not stated)
  2% | 0 | -3% | -3% | 2% | -1% | 4% | 0% | -13% | -3% | 1%
